HCV NS3 hel inh = inhibitors of Hepatitis C virus NS3 helicase | NS3 helicase DNA unwinding, Cy5 molecular beacon fluorescence | 290,000 compounds, 0.56% hits | inhibition, % at 10.9 µM;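 active means inhibition above the mean of all tested compounds plus 3 SD, set per campaign, cut at about 35% in these data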;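 further: 0% = DMSO wells and 100% = thioflavine S control wells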
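Compound dosing – single dose, 10.9 µM nominal final, DMSO 0.8% final · System – NS3 helicase fragment of HCV · Buffer or medium – MOPS pH 6.5, MgCl2, DTT, Tween20, BSA · Signal – Cy5 beacon fluorescence read at start and 1 h · Also added – annealed dual-labelled DNA beacon duplex, ATP-started · Schedule – 1 h at 25 °C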
DNA FID counter = displaces DNA intercalator in HCV helicase counter-screen; inhibition, % at 7.9 µM; 290,000 compounds, 0.17% hits; DNA fluorescent intercalator displacement, fluorescence; in the data active means inhibition above about 37%;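 further: 0% = vehicle and 100% = reference compound; higher means more ethidium bromide displaced from hairpin DNA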
OXTR agonist = human OXTR agonism; P30559; CHO-OTR cells, Fluo-8 calcium fluorescence; normalized: DMSO 0%, oxytocin 100%; activation, % at 3 µM; 320,000 compounds, 0.32% hits; AID 2435;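 active means activation above the mean of all tested compounds plus 3 SD, cutoff set per screening run, cut at about 20% in these data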;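 further: peak over basal fluorescence ratio from a 100 s FLIPR kinetic read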
IMP-1 inh = blocks Pseudomonas aeruginosa IMP-1 metallo-beta-lactamase; purified IMP-1, nitrocefin hydrolysis, epi-absorbance fluorescence; inhibition, % at 5.6 µM; 290,000 compounds, 0.45% hits; AID 1556;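 active means inhibition above the mean plus 3 SD of all compounds in the same screening run, cut at about 4.5% in these data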;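 further: 0% = IMP-1 with DMSO and 100% = DMSO wells lacking enzyme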
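system = purified recombinant IMP-1 beta-lactamase | amount = 0.2 nM IMP-1, as dispensed | medium = HEPES buffer pH 7.1 with ZnSO4 and Brij 35 | times = 25 °C, 15 min preincubation, 25 min reaction | detection = plate fluorescence quenching by hydrolysis product, ex 480/em 530 nm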
V1R ag counter = counter-screen for oxytocin receptor agonists: human V1a receptor agonists; P37288; CHO-V1R cells, Fluo-8 calcium fluorescence, agonist mode; 0% DMSO, 100% 3 nM vasopressin; activation, % at 3 µM; 320,000 compounds, 0.25% hits; AID 2797;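 active means activation above the mean activation of all tested compounds plus 3 SD, per screening run, cut at about 20% in these data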;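 further: signal is peak over basal fluorescence ratio across a 100 second FLIPR read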
Target sequence (P37288 whole entry, looked up): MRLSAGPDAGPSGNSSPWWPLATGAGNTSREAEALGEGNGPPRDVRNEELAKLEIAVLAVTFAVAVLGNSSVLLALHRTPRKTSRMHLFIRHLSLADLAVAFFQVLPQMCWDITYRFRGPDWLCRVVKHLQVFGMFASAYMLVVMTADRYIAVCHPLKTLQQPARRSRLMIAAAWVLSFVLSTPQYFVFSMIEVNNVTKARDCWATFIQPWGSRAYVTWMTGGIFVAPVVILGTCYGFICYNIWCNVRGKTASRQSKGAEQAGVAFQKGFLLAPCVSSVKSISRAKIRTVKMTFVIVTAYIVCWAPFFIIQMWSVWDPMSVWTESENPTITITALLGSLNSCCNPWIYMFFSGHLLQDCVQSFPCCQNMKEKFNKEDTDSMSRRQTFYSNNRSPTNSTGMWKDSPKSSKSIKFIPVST
GPR7 antag = antagonists of human GPR7 (neuropeptides B/W receptor 1) | 290,000 compounds, 1.1% hits | GPR7-expressing cells, fluorescence antagonist assay | AID 1861 | inhibition, % at 4.4 µM | P48145; in the data active means inhibition above about 16%, passing the limit was not always enough;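 further: cells stimulated with the agonist NPW; 0% = agonist with vehicle and 100% = vehicle without agonist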
PHOSPHO1 block = inhibitors of human PHOSPHO1 phosphatase. Q8TCT1. recombinant PHOSPHO1, absorbance phosphatase assay. inhibition, % at 13.3 µM. 290,000 compounds, 1.1% hits; in the data active means inhibition above about 60%
Target sequence (Q8TCT1 whole entry, looked up): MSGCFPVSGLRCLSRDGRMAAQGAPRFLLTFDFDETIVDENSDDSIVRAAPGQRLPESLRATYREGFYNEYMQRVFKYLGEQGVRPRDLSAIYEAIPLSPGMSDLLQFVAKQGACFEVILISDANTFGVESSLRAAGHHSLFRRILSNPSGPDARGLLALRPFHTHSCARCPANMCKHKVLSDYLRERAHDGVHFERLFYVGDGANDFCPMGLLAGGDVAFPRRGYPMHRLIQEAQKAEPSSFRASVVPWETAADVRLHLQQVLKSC
VIM-2 inh = inhibitors of Pseudomonas aeruginosa VIM-2 metallo-beta-lactamase. purified VIM-2, nitrocefin hydrolysis, epi-absorbance fluorescence. inhibition, % at 5.6 µM. 290,000 compounds, 0.89% hits;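 active means inhibition above the mean of all tested compounds plus 3 SD, cutoff set per screening run, cut at about 7.5% in these data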;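 further: red hydrolysis product quenches plate fluorescence so inhibitors raise well fluorescence; 0% = enzyme with DMSO and 100% = DMSO without enzyme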
GalR3 antagonist = antagonists of human GalR3 | HEK293 GalR3-CNG cAMP membrane potential fluorescence; galR3 body fused to GalR1 C-terminus | inhibition, % at 3 µM | 360,000 compounds, 0.44% hits | AID 651719;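 active means inhibition above the screen-wide average plus 3 SD, cut at about 13% in these data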;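 further: forskolin and galanin both at EC90 stimulate the cells; cAMP rise reported by CNG channel membrane potential dye signal; 0% = forskolin plus galanin with DMSO and 100% = forskolin alone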
Target sequence (O60755 1-299 limits assumed): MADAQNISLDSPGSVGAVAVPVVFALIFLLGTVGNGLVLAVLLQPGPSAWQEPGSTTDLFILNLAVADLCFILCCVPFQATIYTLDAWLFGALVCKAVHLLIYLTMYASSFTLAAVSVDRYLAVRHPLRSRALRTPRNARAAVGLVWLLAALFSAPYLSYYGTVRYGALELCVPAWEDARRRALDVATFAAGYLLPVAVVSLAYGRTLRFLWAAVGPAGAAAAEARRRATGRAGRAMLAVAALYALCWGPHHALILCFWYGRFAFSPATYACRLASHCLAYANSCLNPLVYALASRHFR
The depositor's hits bear a star; · = no result given.

SMILES	HCV NS3 hel inh	DNA FID counter	OXTR agonist	IMP-1 inh	V1R ag counter	GPR7 antag	PHOSPHO1 block	VIM-2 inh	GalR3 antagonist
Cn1c(=O)c2c(nc(NC3CCCCC3)n2CC(=O)C23CC4CC(CC(C4)C2)C3)n(C)c1=O	7	-1	-1.1	-0.8	0.4	9	-15	-0.3	-6
O=C(CN1CCSC1=NCc1ccccc1)c1ccc(Cl)c(Cl)c1	-17	4	-2.5	-2.1	-0.3	4	9	-0.1	-3
Cc1cc(=O)n2nc(N3CCC(C(=O)Nc4c(F)c(F)c(F)c(F)c4F)CC3)sc2n1	10	-19	-2.2	-2.9	-1.1	3	-34	0.1	4
Cc1ccc(NC(=O)C(OC(=O)c2ccc(F)cc2)c2ccccc2)cc1Cl (stereo unspecified)	-14	2	-1.6	-2.5	-0.1	-9	-26	-2.1	0
Fc1ccc(N=Cc2ccc[nH]2)cc1	-4	-1	0.3	-3.9	0.0	-1	2	-2.5	-8
Cc1cccc(/C=N\NC(=O)c2ccc(Cl)cc2)c1O	6	-1	-0.2	-3.0	4.3	2	12	-1.4	-7
O=C(O)C(NC(=O)C1CCCN1C(=O)OCc1ccccc1)c1ccccc1 (stereo unspecified)	-7	-7	·	-2.5	·	-7	45	-1.3	-1
CCN(CC)C(=O)CC(c1ccccc1)c1ccco1 (stereo unspecified)	10	-21	-1.3	0.8	-0.8	-8	22	0.3	-4
COc1ccc(NC(=O)CC(c2ccccc2)c2ccco2)cc1 (stereo unspecified)	-7	-9	-1.2	-1.5	0.1	4	3	-2.2	-3
C/C(=N/NC(=O)CNC(=O)c1cccnc1)c1ccc([N+](=O)[O-])cc1	7	4	-0.2	-5.0	0.9	-7	4	-4.5	-3
COc1ccc(/C=N/NC(=O)c2ccc(Br)cc2)cc1Cn1cc(Cl)cn1	-6	-7	-2.4	-5.4	-0.8	-7	-6	-2.2	-7
COc1ccc(NC(=O)CSc2nc(C)cs2)c(OC)c1	5	-15	-0.4	-0.9	-0.2	0	2	-2.3	-6
CCNC(=O)CN(c1ccc(F)cc1)S(=O)(=O)c1ccc2c(c1)OCCO2	15	-1	0.5	-1.9	1.7	0	-6	-0.1	-6
C#CCn1cc(/C=N/NC(=O)COc2cccc3cccnc23)c2ccccc21	-6	-12	-1.1	-1.2	0.8	-1	16	2.0	-4
COc1ccccc1N1CCN(C(=O)C2CCN(S(=O)(=O)c3ccc4c(c3)CC(C)N4C(C)=O)CC2)CC1 (stereo unspecified)	2	-68	4.8	-4.4	7.5	-10	53	-1.3	-2
COc1ccc(C(=O)Nc2ccc(C(=O)N3CCCC3)cc2)cc1[N+](=O)[O-]	-1	-18	-0.3	0.0	0.0	16	34	0.9	-2
CN(c1cccc(NC(=O)c2ccccc2N(C)S(C)(=O)=O)c1)S(C)(=O)=O	0	-3	0.2	-2.6	0.8	0	5	-2.7	-3
COc1ccc(C2CC(c3cccc(OC)c3)n3nc(N)nc3N2)cc1 (stereo unspecified)	-5	-25	1.0	-1.0	0.0	39*	-3	0.4	1
FC(F)(F)c1ccccc1-n1c(CN2CCCCC2)n[nH]c1=S	-18	-5	0.0	-3.3	0.4	-3	-6	-2.8	-4
CCCN1C(=O)N(c2cccc(C)c2)C(C)(O)CC1(C)C (stereo unspecified)	14	-25	-3.2	-0.2	-1.1	6	32	-0.1	-3

Three entries drawn at random from those above, as already listed:
SMILES	HCV NS3 hel inh	DNA FID counter	OXTR agonist	IMP-1 inh	V1R ag counter	GPR7 antag	PHOSPHO1 block	VIM-2 inh	GalR3 antagonist
C#CCn1cc(/C=N/NC(=O)COc2cccc3cccnc23)c2ccccc21	-6	-12	-1.1	-1.2	0.8	-1	16	2.0	-4
C/C(=N/NC(=O)CNC(=O)c1cccnc1)c1ccc([N+](=O)[O-])cc1	7	4	-0.2	-5.0	0.9	-7	4	-4.5	-3
CCCN1C(=O)N(c2cccc(C)c2)C(C)(O)CC1(C)C (stereo unspecified)	14	-25	-3.2	-0.2	-1.1	6	32	-0.1	-3

Further structures:
SMILES	HCV NS3 hel inh	DNA FID counter	OXTR agonist	IMP-1 inh	V1R ag counter	GPR7 antag	PHOSPHO1 block	VIM-2 inh	GalR3 antagonist
COc1ccc(S(=O)(=O)N(CC(=O)NCc2cccnc2)c2ccc(C)cc2)cc1OC	1	-19	2.6	-2.3	1.6	-13	36	-1.6	-7
O=C(Nc1ccc(F)cc1F)c1ccco1	-11	2	1.1	-4.1	1.1	-6	12	-2.6	0
O=C(N/N=C/c1cccc([N+](=O)[O-])c1)C1CC1c1ccccc1 (stereo unspecified)	-2	0	-0.5	-1.6	0.8	-3	6	-1.2	7
OCC1(CCc2ccccc2)CCCN(CCCC(F)(F)F)C1 (stereo unspecified)	-9	0	·	-1.8	·	-9	44	-2.8	-9
Cc1ccc(-n2c(C)cc(=O)cc2C)c(C)c1	-1	-1	-0.7	-3.0	0.5	-5	-4	-5.0	-2
COC(=O)C1CCN(Cc2ccc(C)cc2)CC1	-4	-2	-0.7	-3.8	0.0	-5	13	-0.7	-2
Cc1ccc(Cn2c(=O)oc3ccccc32)cc1	-2	-10	-1.3	-2.8	-1.2	-3	24	-0.6	-8
CC(=O)Nc1ccc(Nc2ncnc3c2cnn3-c2ccccc2)cc1	2	0	2.6	-1.8	2.5	0	2	0.8	-5
CCOC(=O)C(=NC(C)(C)C)NNc1cc(Cl)ccc1Cl	-3	-1	0.0	-0.9	0.7	2	-2	-1.5	-3
CC(O)c1nc2ccccc2n1CCCOc1ccccc1 (stereo unspecified)	-4	-14	0.5	-2.6	1.9	-13	32	-4.1	-2
Cc1ccc(C(=O)Nc2cccc(C(=O)N/N=C/c3ccc(O)cc3)c2)cc1	-6	-15	1.6	-1.4	0.9	7	39	-2.6	-5
Cc1ccc(C(=O)OCC(=O)c2ccc(Cl)s2)s1	-2	-3	-2.2	-2.1	-0.7	-4	-14	-0.2	0
COCCNC(=O)[C@H]1N2C(=O)c3ccccc3C2SC1(C)C (stereo partly specified)	1	-2	1.3	-0.9	2.5	15	27	-1.9	-5
CN(CCN1CCOCC1)C(=O)CC1C(=O)NCCN1Cc1ccccc1F (stereo unspecified)	0	-5	1.2	-1.6	0.3	-9	41	-2.9	-3
Cc1cccc(NC(=O)c2ccccc2[N+](=O)[O-])n1	11	0	0.6	-3.1	-0.1	20	23	-3.9	-2
CC(CN1CCN(c2ccccc2)CC1)c1ccccc1 (stereo unspecified)	0	5	-2.3	-2.8	1.9	-5	35	-2.8	-5
Cc1ccc(-c2ccc(OCC(=O)N3CCOCC3)cc2)cc1	2	-23	3.2	-1.4	5.9	5	-32	-4.1	-4
COC(c1ccccc1)(c1ccccc1)C(Oc1nccc(C)n1)C(=O)O (stereo unspecified)	12	-8	1.3	-0.6	0.9	-9	36	-1.3	-3
COc1cc2c(cc1NC(=O)COC(=O)CNS(=O)(=O)c1ccc(C)cc1)oc1ccccc12	-4	-6	1.1	-5.2	-0.4	11	-9	1.5	-4
O=C(NCc1ccccc1)N1CCC(c2nc3ccccc3[nH]2)CC1	9	-1	-1.5	-4.4	0.3	-9	8	-1.9	-5
CCC1(CC)Cc2ccccc2C(=C(C#N)C#N)N1	7	-4	-2.2	-1.1	-1.3	-5	-14	-2.5	-4
O=C(c1cc(=O)[nH]c2ccccc12)N1CCN(c2ccc([N+](=O)[O-])cc2)CC1	3	-1	0.8	-3.5	1.8	-6	-2	0.8	1
CCn1c(=N)c(S(=O)(=O)c2ccccc2)cc2c(=O)n3ccccc3nc21	-2	3	0.1	-5.3	-0.2	-1	32	-3.3	-1
Cc1nn(CCO)c2c1C(=O)CCC2	-9	0	0.7	-7.3	0.7	-3	-14	-6.7	-3
Clc1ccc2c(NCc3ccco3)ncnc2c1	6	-1	8.3	1.4	7.2	23*	15	-0.1	-1
Cc1ccc(Cl)cc1N1CCN(Cc2nc3ccsc3c(=O)[nH]2)CC1	-6	-10	2.2	-7.1	0.1	-10	-14	-4.5	-2
Cc1n[nH]c(=O)nc1N/N=C/c1ccc(O)c([N+](=O)[O-])c1	0	2	-1.1	-1.6	-0.5	-10	8	-3.6	-2
Fc1ccc(-c2csc(N3CCSCC3)n2)cc1	5	4	-1.4	-1.4	-0.6	3	4	-2.8	-3
COc1ccc(/C=C2/SC(=S)NC2=O)cc1OCc1ccccc1	31	-9	-1.3	-3.2	1.1	-15	39	-3.5	-6
CN1CCN(S(=O)(=O)c2ccc(NC(=O)c3cccc(F)c3)cc2)CC1	-4	5	0.3	-0.7	-1.3	3	36	1.4	-2
Cc1c(NC(=S)Nc2ccccc2C(F)(F)F)cccc1[N+](=O)[O-]	-1	2	1.7	-1.4	0.9	9	-12	-1.0	2
O=C(NCC1CCCO1)c1cnc(Cl)c(Cl)c1 (stereo unspecified)	-12	-2	-0.1	-2.5	-0.4	-4	-5	-1.3	-8
CC(NS(=O)(=O)c1ccc([N+](=O)[O-])cc1)C(c1cccs1)N1CCOCC1 (stereo unspecified)	8	-2	-1.4	-2.1	1.4	-5	-10	-0.3	0
COc1ccc(NC(=O)c2cccc(S(=O)(=O)N3CCOCC3)c2)cn1	-1	-5	-0.2	-3.0	0.2	-18	22	-5.1	3
O=C(/C=C/c1ccc(O)c(O)c1)c1ccccc1O	-10	4	2.8	-2.7	1.6	2	37	-0.4	6
COc1ccc(S(=O)(=O)n2ccc(C(C)Oc3ccc(-c4ccccc4)c(F)c3)n2)cc1 (stereo unspecified)	-2	-5	1.0	-1.9	0.1	5	2	-0.8	-4
CCCN1CCN(S(=O)(=O)c2c(C)[nH]c(C)c2C(=O)N2CCCCC2)CC1	-4	-3	0.1	-0.8	0.1	-8	32	-1.5	-9
O=C(c1ccc2c(c1)OCCO2)C1CCN(C(=O)c2ccc(F)cc2)CC1	2	-26	3.8	1.5	3.9	-14	-3	-3.5	-9
O=C(NCCSCc1ccco1)Nc1cc(Cl)cc(Cl)c1	2	0	1.0	-2.4	4.6	-9	-22	-2.0	2
CCC(C)(C)NC(=O)c1ccc2c(c1)OCCO2	3	0	-0.2	-0.3	0.5	4	17	-2.1	-8
CCN(CC)S(=O)(=O)c1ccc(NC(=O)[C@@H](NC(=O)c2cc(OC)cc(OC)c2)C(C)C)cc1	7	-8	-1.3	-3.2	0.7	-22	-4	-2.9	-6
O=c1/c(=C/c2ccc(O)c([N+](=O)[O-])c2)sc2nc3ccccc3n12	9	-9	·	-0.4	·	14	-5	1.2	1
Fc1ccc(-c2ccc(/C=N/n3cnnc3)o2)cc1	2	-3	-0.9	-2.2	-0.2	-5	-1	18*	-8
Cc1c(C(=O)N2CCCCC2C)sc2nc3n(c(=O)c12)CCC3 (stereo unspecified)	5	-15	0.3	-1.4	-0.4	7	7	-2.0	-6
Cc1cccc(C)c1OCCn1nc(C(=O)O)c2ccccc2c1=O	-2	-12	1.5	-2.9	2.7	-14	17	-1.6	16*
COc1ccc(OC)c(NC(=O)COC(=O)c2c3c(nc4ccccc24)CCCC3)c1	-9	-26	-0.9	-4.9	1.2	-7	10	-2.3	-5

High-throughput results: PubChem BioAssay, several laboratories
